# Compound activity: PubChem BioAssay, The Scripps Research Institute Molecular Screening Center
# M1 ag parental: counter-screen for M1 agonists: effect in parental CHO-K1 cells. Fluo-8 calcium fluorescence; scaled to maximal ATP response, vehicle zero. activation, % at 3 µM. actives 0.48% (n = 360,000). AID 602248, 2012; in the data active = activation above about 15%;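 also: untransfected CHO-K1 host cells lacking M1 receptor as counterscreen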
# TAAR1 antag: human TAAR1 antagonists, primary screen, Fluo-8 calcium fluorescence, CHO RD-HGA16 cells | antagonist | actives 1.5% (n = 360,000) | inhibition, % at 3 µM;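 active = inhibition above a per-plate cutoff, the mean inhibition of test compounds on that plate plus 3 SD, cut at about 49% in these data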;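 also: 0% = DMSO plus EC80 beta-PEA response and 100% = DMSO alone without agonist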
# Target sequence (Q96RJ0 whole entry, looked up): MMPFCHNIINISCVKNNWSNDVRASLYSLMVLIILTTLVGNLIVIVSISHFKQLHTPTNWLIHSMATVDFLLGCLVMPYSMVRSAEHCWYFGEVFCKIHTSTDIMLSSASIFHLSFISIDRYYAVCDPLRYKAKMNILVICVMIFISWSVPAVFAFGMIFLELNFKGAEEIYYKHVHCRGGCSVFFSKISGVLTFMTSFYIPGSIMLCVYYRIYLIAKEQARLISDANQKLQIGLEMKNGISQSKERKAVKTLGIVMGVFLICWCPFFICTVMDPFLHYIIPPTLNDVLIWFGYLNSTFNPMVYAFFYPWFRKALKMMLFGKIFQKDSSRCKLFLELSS
#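 System: CHO RD-HGA16 cells bearing hTAAR1. Reagent: EC80 β-phenethylamine stimulus. Schedule: seeding 17-24 h prior, 75-min 37 °C, 30-min RT dye loading. Signal: Fluo-8 intracellular calcium dye fluorescence, real-time kinetic reads. Read-out: % inhibition from peak post-agonist over basal fluorescence ratio. Benchmarks: vehicle wells and EC80 agonist wells. Replicates: n of 1.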
# CHO-K1 Ca PAM: nonselective calcium activators in parental CHO-K1 cells, primary screen, counter-screen for M1 PAM project, cell-based, Fluo-8 calcium fluorescence, full deck, 1536-well. AID 602247, 2012. activation, % at 3 µM. actives 0.02% (n = 360,000). ATP EC20; 0% at ATP EC20, 100% at ATP max;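 active = activation above the run cutoff, the mean activation of all test compounds plus 3 SD, cut at about 40% in these data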;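 also: peak over basal fluorescence ratio in a 140 s read after ATP addition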
# OXTR ag: human OXTR agonists, primary screen, fluorescence, CHO-OTR cells, Fluo-8 calcium; Oxytocin receptor (Homo sapiens), P30559; Fluo-8 calcium fluorescence; normalized: DMSO 0%, oxytocin 100%; activation, % at 3 µM; actives 0.32% (n = 320,000); AID 2435, 2010;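 active = activation above the mean of all tested compounds plus 3 SD, cutoff set per screening run, cut at about 20% in these data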;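 also: peak over basal fluorescence ratio from a 100 s FLIPR kinetic read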
# Target sequence (P30559 whole entry, looked up): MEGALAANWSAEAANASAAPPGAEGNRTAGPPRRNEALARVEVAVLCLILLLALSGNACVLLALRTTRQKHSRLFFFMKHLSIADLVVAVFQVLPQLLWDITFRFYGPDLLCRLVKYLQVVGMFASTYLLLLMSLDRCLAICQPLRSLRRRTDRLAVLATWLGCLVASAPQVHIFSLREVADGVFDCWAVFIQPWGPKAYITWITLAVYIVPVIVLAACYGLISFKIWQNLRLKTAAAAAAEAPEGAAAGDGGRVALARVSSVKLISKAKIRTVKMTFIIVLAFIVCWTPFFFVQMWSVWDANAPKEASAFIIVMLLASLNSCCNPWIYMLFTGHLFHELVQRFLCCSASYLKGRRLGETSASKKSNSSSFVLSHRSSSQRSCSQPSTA
# CHO-K1 Ca antag: M1 antagonist counterscreen hit in parental CHO-K1 cells; actives 0.6% (n = 360,000); ATP-induced calcium, Fluo-8 fluorescence; inhibition, % at 3 µM;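 active = inhibition above a per-plate cutoff, the plate's mean sample inhibition plus 3 SD, cut at about 24% in these data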;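 also: 0% = DMSO plus EC80 ATP and 100% = DMSO alone without ATP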
# OXTR potentiator: human OXTR potentiators, primary screen, fluorescence, CHO-OTR cells, Fluo-8 calcium. Fluo-8 calcium fluorescence, potentiator mode; 0% = oxytocin EC15, 100% = EC100. activation, % at 3 µM. actives 0.061% (n = 320,000). AID 2445, 2010;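 active = activation above that plate's cutoff, the mean activation of tested compounds plus 3 SD, cut at about 6.6% in these data, passing the limit was not always enough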;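 also: 100% uses oxytocin at 75 nM as the full agonist control; some results filed as inactive read as strong as hits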
#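 System: human OTR in CHO cells; Also added: sub-maximal oxytocin, roughly EC15; Timing: compound 6 min at room temperature before oxytocin, 100 s read; Technique: Fluo-8 intracellular calcium fluorescence, ex 470-495, em 515-575 nm; Controls: oxytocin EC15 low and EC100 high; Replication: singlicate.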
# GPR7 antagonist: GPR7 receptor antagonists, primary screen, cell-based, fluorescence, single concentration; Neuropeptides B/W receptor type 1 (Homo sapiens), P48145; GPR7-expressing cells, fluorescence antagonist assay; inhibition, % at 4.4 µM; actives 1.1% (n = 290,000); AID 1861, 2009; in the data active = inhibition above about 16%, passing the limit was not always enough;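 also: cells stimulated with the agonist NPW; 0% = agonist with vehicle and 100% = vehicle without agonist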
# Target sequence (P48145 whole entry, looked up): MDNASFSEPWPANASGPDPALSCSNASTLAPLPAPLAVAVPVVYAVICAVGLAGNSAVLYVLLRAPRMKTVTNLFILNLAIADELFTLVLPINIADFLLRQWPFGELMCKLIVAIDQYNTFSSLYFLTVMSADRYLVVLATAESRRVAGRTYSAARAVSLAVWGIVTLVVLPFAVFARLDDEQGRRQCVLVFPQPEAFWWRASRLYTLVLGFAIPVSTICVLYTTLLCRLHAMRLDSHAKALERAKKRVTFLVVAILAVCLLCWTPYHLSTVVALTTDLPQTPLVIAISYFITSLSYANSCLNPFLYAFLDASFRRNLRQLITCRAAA
# V1R ag counter: agonists of human V1a receptor, primary screen, counter-screen for OXTR agonist project, fluorescence, CHO-V1R cells; activation, % at 3 µM; actives 0.25% (n = 320,000); Fluo-8 calcium fluorescence, agonist mode; 0% DMSO, 100% 3 nM vasopressin; AID 2797, 2010;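 active = activation above the mean activation of all tested compounds plus 3 SD, per screening run, cut at about 20% in these data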;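 also: signal is peak over basal fluorescence ratio across a 100 second FLIPR read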
# CHO parental Ca: ATP-evoked calcium signal inhibitors, parental CHO, primary screen, counter-screen for OX1R antagonist project, cell-based, fluorescence, Fluo-8 calcium dye; parental CHO-K1, ATP-induced calcium, Fluo-8 fluorescence; inhibition, % at 5.6 µM; actives 0.63% (n = 330,000); AID 463079, 2010;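 active = inhibition above that plate's mean sample inhibition plus 3 SD, cut at about 26% in these data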;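 also: 0% = ATP-challenged DMSO wells and 100% = DMSO wells without ATP; some compounds past the cut are filed as inactive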
#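 Test system: untransfected parental CHO cell line; also added: ATP stimulus; dosing: 5.6 µM, single dose; signal: calcium-sensitive Fluo-8 fluorescence; measure: percent inhibition of ATP-evoked calcium rise, normalized to controls; benchmarks: low control ATP plus DMSO, high control DMSO only; replication: one well per compound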
# Starred values were filed as active, the others as inactive; . = not tested or not shown.
# The first 7 compounds as a preview:
SMILES,M1 ag parental,TAAR1 antag,CHO-K1 Ca PAM,OXTR ag,CHO-K1 Ca antag,OXTR potentiator,GPR7 antagonist,V1R ag counter,CHO parental Ca
OCCCN1c2ccccc2Nc2nnc(-c3ccccc3)cc21,2.8,32.7,-2.2,-1.9,3.0,3.3,-4.8,-0.4,-10.8
CCCc1nc2ccc(C)cn2c1Cc1cccc(Cl)c1,3.6,-10.2,9.2,.,-6.5,.,.,.,.
COc1ccc(C(CNC(=O)c2ccc(NS(=O)(=O)c3ccccc3)cc2)N2CCOCC2)cc1 (stereo not drawn),0.8,-15.0,-3.6,.,-2.4,.,.,.,.
Clc1ccc(CNc2ncnc3[nH]ncc23)cc1Cl,3.1,16.6,5.8,.,-4.3,.,.,.,.
Fc1ccc(CSc2ccc3nnc(-c4cccnc4)n3n2)cc1,3.2,14.5,10.5,0.9,-12.4,-3.5,-10.5,1.4,1.5
O=C(COc1ccc(Cl)cc1)NN=C1CCCCCCC1,1.5,1.2,9.2,-0.4,3.1,-4.0,-4.3,-0.1,-17.8
OCCCNCc1ccc(-c2ccccc2)cc1,1.9,-9.1,14.9,3.1,-16.1,-10.2,-3.1,0.3,-6.5

# The list itself (from the top)
SMILES,M1 ag parental,TAAR1 antag,CHO-K1 Ca PAM,OXTR ag,CHO-K1 Ca antag,OXTR potentiator,GPR7 antagonist,V1R ag counter,CHO parental Ca
OCCCN1c2ccccc2Nc2nnc(-c3ccccc3)cc21,2.8,32.7,-2.2,-1.9,3.0,3.3,-4.8,-0.4,-10.8
CCCc1nc2ccc(C)cn2c1Cc1cccc(Cl)c1,3.6,-10.2,9.2,.,-6.5,.,.,.,.
COc1ccc(C(CNC(=O)c2ccc(NS(=O)(=O)c3ccccc3)cc2)N2CCOCC2)cc1 (stereo not drawn),0.8,-15.0,-3.6,.,-2.4,.,.,.,.
Clc1ccc(CNc2ncnc3[nH]ncc23)cc1Cl,3.1,16.6,5.8,.,-4.3,.,.,.,.
Fc1ccc(CSc2ccc3nnc(-c4cccnc4)n3n2)cc1,3.2,14.5,10.5,0.9,-12.4,-3.5,-10.5,1.4,1.5
O=C(COc1ccc(Cl)cc1)NN=C1CCCCCCC1,1.5,1.2,9.2,-0.4,3.1,-4.0,-4.3,-0.1,-17.8
OCCCNCc1ccc(-c2ccccc2)cc1,1.9,-9.1,14.9,3.1,-16.1,-10.2,-3.1,0.3,-6.5
CN(C(=O)C12CC3CC(CC(C3)C1)C2)C1(C)CCS(=O)(=O)C1 (stereo not drawn),1.3,-15.5,26.9,-0.5,-10.2,-6.1,-7.6,0.0,-8.2
COCCn1nnnc1C(c1ccc(OC)cc1OC)N1CCN(c2ccccc2)CC1 (stereo not drawn),0.6,-9.0,16.5,-1.1,-19.7,-6.6,3.6,-0.3,-16.8
Nc1nonc1-n1nnc(C(=O)N/N=C/c2cccc(Cl)c2Cl)c1CN1CCCC1,0.1,-13.9,-5.4,-1.3,-25.4,-9.2,-10.5,-0.4,-16.8
CC(=O)N1CCC(=O)N(C(C)C)c2ccccc21,0.1,-7.6,-6.6,0.8,12.4,-6.4,9.7,-0.4,-10.9
Cc1csc(NC(=O)CSc2nnc(-c3cc(C)on3)o2)n1,0.3,0.3,-2.3,0.3,3.1,-1.4,0.1,-0.2,-2.7
CC(C)NC(=O)c1cc2c(s1)CCCC2,-0.7,3.2,-1.9,-1.9,2.7,-11.1,-5.2,-1.5,-22.4
COc1ccc(OC)c2c1CC(C)(C)NC2=O,-0.2,-16.8,11.8,2.0,0.3,5.7,3.0,-0.2,-7.3
Cc1ccc(S(=O)(=O)NCCSc2ncccn2)cc1,0.0,16.4,-15.9,-0.2,4.0,-12.7,-2.6,0.0,-15.7
O=C(COC(=O)c1ccc([N+](=O)[O-])o1)c1ccccc1,-0.1,7.4,-4.4,-0.6,-0.4,-13.4,-7.0,0.3,-6.7
COc1ccc(CNS(=O)(=O)c2ccc(F)cc2Br)cc1,0.7,11.1,8.5,.,-4.2,.,.,.,.
CCOc1ccccc1N1CCN(C(=O)CCCc2nc3ccccc3s2)CC1,4.0,39.8,16.2,-1.6,-9.3,-9.2,1.2,-0.3,-13.1
CC(CCc1ccccc1)NC(=O)COC(=O)CC1CC2CCC1C2 (stereo not drawn),1.3,-20.7,21.9,-2.5,-7.4,-1.6,-2.7,-1.4,4.3
COC(=O)CCC(=O)N1CCc2cc(S(=O)(=O)N3CCN(c4ccccc4Cl)CC3)ccc21,-0.1,-6.3,-4.6,.,14.0,.,11.6,.,.
CCC(C)OC(=O)C1C(c2ccccc2)C(C(=O)O)C1c1ccccc1 (stereo not drawn),-0.1,-0.3,2.3,1.1,6.9,-2.7,0.2,0.2,-16.8
O=C(CCCCCBr)N1CCC(CC2CC(c3ccc(Cl)cc3)=NO2)(C(=O)NCC2CCCCC2)CC1 (stereo not drawn),-0.1,0.1,24.1,-1.5,-11.9,5.1,-4.3,-0.5,-30.7
COc1ccc(NC2=Nc3ccccc3N3C2=Nc2c(c(C)nn2-c2ccc(C)cc2)C3c2cccnc2)cc1 (stereo not drawn),0.6,4.4,11.3,-0.3,-15.9,-6.6,9.8,0.0,-10.8
Cc1ccc(CNC(=O)Nc2ccc(F)cc2F)n1C,0.2,-8.1,-8.0,.,2.6,.,-11.2,.,.
O=S(=O)(c1cccc(S(=O)(=O)N2CCOCC2)c1)N1CCCCCC1,1.1,-9.9,4.8,0.0,-6.1,-2.6,-4.9,1.2,-13.1
COc1ccc(C(=O)NCC(=O)N/N=C(\C)Cc2ccccc2)cc1,4.2,-13.4,-6.0,-1.3,-1.8,-1.3,-16.1,-0.3,6.3
Cc1ccc2c(C(=O)N3CCN(c4ccccc4)CC3)cc(-c3cccnc3)nc2c1C,-0.1,4.4,-11.4,-1.3,7.8,-5.8,-3.5,0.3,-35.8
C=CCn1c(O)c(N=Nc2ccccc2)c2ccccc21,-0.3,-12.6,-0.4,-0.3,2.9,2.7,-1.1,1.3,-7.4
CCn1nc(C)c(CNCc2cn[nH]c2-c2cc3ccccc3o2)c1C,2.1,-22.1,16.6,0.9,-9.8,8.0,-2.1,-0.9,-2.1
Cc1cccc(NC(=S)N=Nc2c(O)[nH]c3ccccc23)c1,0.2,8.3,-8.9,-2.5,13.2,-0.6,-1.4,-0.7,-8.0
COCCCn1cc(C(=O)c2cc(OC)ccc2OCC(=O)N2CCCCC2C)cc(C#N)c1=O (stereo not drawn),4.4,2.5,9.2,-0.1,3.3,0.3,3.1,-0.2,-14.9
CCc1nn(CCCC(=O)NCc2ccc(C)cc2)c(=O)c2cc3occc3n12,2.1,-31.2,19.5,-2.2,-6.6,-17.3,-4.4,-0.9,-8.6
CSc1ncccc1C(=O)NC1CCCc2c1cnn2-c1ccc(C)c(C)c1 (stereo not drawn),4.1,-25.7,-16.6,3.4,-7.5,-8.5,-17.7,4.9,-11.2
C/C(=N\NC(=O)c1ccc(COc2ccccc2)cc1)c1ccncc1,-0.2,30.1,-9.7,-0.6,7.1,-5.5,-11.4,0.8,-22.1
COc1ccc(NC(=O)CC(CC(=O)O)c2cc(OC)c(OC)c(OC)c2)cc1 (stereo not drawn),4.7,-27.4,0.8,0.9,-0.2,-11.0,-7.4,0.0,-23.0
CSc1nc(O)c(C(c2ccccc2)c2c(O)nc(SC)[nH]c2=O)c(=O)[nH]1,5.8,-15.7,8.8,0.0,-2.5,1.3,-2.3,0.7,-12.7
Cc1ccccc1N(CC(=O)O)S(C)(=O)=O,-0.1,-15.4,6.9,1.0,-7.2,-0.6,-11.3,0.5,-6.0
Cc1c([N+](=O)[O-])c(C/C=N/O)nn1C,0.8,-18.9,23.6,.,-2.7,.,-15.3,.,.
CC(=O)Nc1ccc(NC(=O)C(C)OC(=O)CCCOc2ccc(Cl)c(C)c2)cc1 (stereo not drawn),6.3,21.0,-13.4,4.7,1.7,-16.5,-18.9,8.7,-6.2
Cc1cc(C)nc(-n2nc(C)c3c(C(F)(F)F)cc(=O)[nH]c32)n1,0.3,-3.9,3.2,0.5,8.2,-9.0,-1.6,2.5,-9.4
COc1ccc2nc(NC(=O)c3c(C)noc3C)sc2c1,-0.2,-1.4,-10.5,-0.4,-1.3,-3.3,.,0.3,-7.3
O=C(NCC(=O)N1CCCC1)c1cccs1,0.4,-0.3,-10.4,-0.5,-7.4,6.9,-4.5,-0.3,-9.9
COc1ccc(C(CNC(=O)C(C)(C)Oc2ccc(Cl)cc2)N2CCOCC2)cc1 (stereo not drawn),0.9,-36.4,7.7,.,10.0,.,.,.,.
CN(CC(=O)Nc1ccc(F)cc1)C(=O)c1ccccc1Sc1ccccc1C#N,2.1,17.8,-1.3,.,1.3,.,.,.,.
Cc1sc2nc(SCc3nc(-c4ccccc4)no3)n(-c3ccccc3)c(=O)c2c1C,0.5,-8.8,12.9,.,-10.5,.,-6.1,.,.
S=C(NCC(c1ccco1)N1CCCC1)Nc1ccccc1 (stereo not drawn),1.9,-5.8,18.9,-0.8,-17.5,-9.8,-2.9,0.5,15.6
Cc1ccc(N2CCN(C(=O)c3ccccc3F)CC2)c(C)c1,0.2,-19.4,-0.7,-1.7,8.9,-3.0,-0.6,-0.6,-14.0
Cc1cccc(CN2CCC(n3nccc3NC(=O)c3ccccc3C)CC2)n1,0.8,3.5,7.9,0.1,-7.1,-4.1,-9.4,-0.4,-9.6
C/C=C(\C)C(=O)NNC(=O)c1sc(-c2ccccc2)nc1C,1.4,-26.1,8.4,-0.2,1.3,-7.0,-1.9,-1.2,-4.6
CCN(C(=O)c1cc2c(s1)-c1ccccc1S(=O)(=O)C2)c1cc(OC)ccc1OC,1.3,-2.8,18.7,-2.0,-17.8,-6.8,0.3,-0.7,-6.1
O=C(NCCCN1CCOCC1)c1c(F)c(F)c(F)c(F)c1F,0.8,-14.2,3.0,0.1,-10.2,-4.4,-7.2,1.2,6.2
CCCC(O)(c1ccccc1)C(CN1CCOCC1)c1ccccc1 (stereo not drawn),0.2,-12.5,13.0,-2.6,-26.9,-0.7,-14.6,-0.6,-15.8
